Gli-Sufu antag – Gli-Sufu pathway antagonists, primary screen, luciferase luminescence, Sufu-KO-LIGHT cells, uHTS. AID 588413, 2011. inhibition, % at 5 µM. hit rate 0.74% among 340,000. Sufu-KO-LIGHT fibroblasts, Gli luciferase reporter luminescence;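 active = inhibition above about 55%, limit read from the data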;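 note: 0% = DMSO-treated cells and 100% = wells with medium but no cells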
GRIN3A LBD mod – binders of NR3A ligand-binding domain, primary screen, biophysical, differential scanning fluorimetry, uHTS; hit rate 2.5% among 340,000; Tm shift relative to glycine control, % at 25 µM; NR3A LBD differential scanning fluorimetry, Tm shift; 0% = protein alone, 100% = glycine-bound protein; Glutamate receptor ionotropic, NMDA 3A (GRIN3A) ligand-binding domain;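 active = melting temperature shift of at least 10% of the positive control shift, at one fixed dose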
APOBEC3A inh – APOBEC3A ssDNA deaminase inhibitors, primary screen, selectivity assay for APOBEC3G inhibitor project, biochemical, FAM/TAMRA oligo cleavage fluorescence | hit rate 0.41% among 330,000 | inhibition, % at 20 µM | DNA dC->dU-editing enzyme APOBEC-3A (Homo sapiens), P31941 | recombinant A3A, FAM/TAMRA ssDNA deamination fluorescence;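 active = at least 40% inhibition at 20 µM here, with at most 30% in a related deaminase screen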;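 note: plate controls were A3A with DMSO for no effect and wells lacking A3A enzyme for full effect; some results filed as inactive read as strong as hits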
Target sequence (P31941 whole entry, looked up): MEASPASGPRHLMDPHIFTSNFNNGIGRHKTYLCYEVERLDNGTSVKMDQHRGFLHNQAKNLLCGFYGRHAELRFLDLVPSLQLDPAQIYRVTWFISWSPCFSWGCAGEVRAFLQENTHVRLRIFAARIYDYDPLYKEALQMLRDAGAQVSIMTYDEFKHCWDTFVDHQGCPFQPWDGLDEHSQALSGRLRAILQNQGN
A3G deaminase – APOBEC3G DNA deaminase inhibitors, primary screen, biochemical, fluorescence, single-stranded DNA substrate, uHTS; recombinant A3G, ssDNA deamination FAM/TAMRA fluorescence; inhibition, % at 20 µM; hit rate 0.28% among 330,000;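 active = inhibition of at least 40% at 20 µM, with no more than 30% in the related APOBEC3A deaminase screen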;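 note: plate controls were DMSO wells with A3G for no effect and wells lacking A3G enzyme for full effect; some compounds called inactive have numbers as strong as hits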
EBI2 block – EBI2 receptor antagonists, beta-arrestin recruitment, primary screen, cell-based, luminescence, 7a,25-OHC stimulation, uHTS; hit rate 0.81% among 360,000; 7a,25-OHC stimulated; inhibition, % at 5 µM; in the data active = inhibition above about 38%;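 note: enzyme fragment complementation signal reports receptor beta-arrestin coupling in cells; 0% = agonist plus DMSO wells and 100% = wells without agonist; some results beyond the cut were filed as inactive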
CXCR6 block – CXCR6 receptor inhibitors, primary screen, cell-based, beta-arrestin, luminescence, CHO-K1 PathHunter, 1536-well. AID 602244, 2012. C-X-C chemokine receptor type 6 (Homo sapiens), O00574. hit rate 0.36% among 360,000. inhibition, % at 20 µM; in the data active = inhibition above about 34%, passing the limit was not always enough;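 note: antagonist mode with CXCL16 agonist at 10 nM final; 0% = 10 nM CXCL16 with DMSO and 100% = unstimulated wells without agonist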
Target sequence (O00574 whole entry, looked up): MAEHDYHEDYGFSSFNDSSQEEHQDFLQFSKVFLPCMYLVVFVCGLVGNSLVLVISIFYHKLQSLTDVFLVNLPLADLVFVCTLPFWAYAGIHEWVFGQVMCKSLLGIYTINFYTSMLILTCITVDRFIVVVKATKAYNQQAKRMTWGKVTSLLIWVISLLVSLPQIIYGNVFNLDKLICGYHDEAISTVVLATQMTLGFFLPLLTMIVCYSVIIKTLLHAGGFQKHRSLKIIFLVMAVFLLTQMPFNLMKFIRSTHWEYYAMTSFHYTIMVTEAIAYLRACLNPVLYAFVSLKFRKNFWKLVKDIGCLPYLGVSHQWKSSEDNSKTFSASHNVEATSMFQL
MPTP inh – mitochondrial permeability transition pore inhibitors, primary screen, biochemical, isolated mouse mitochondria, absorbance; inhibition, % at 10 µM; Ca2+ swelling absorbance, 30 min; hit rate 1.4% among 360,000;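 active = inhibition of 50% or more, scaled per plate between neutral and stimulator controls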;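 note: 0% = DMSO wells given calcium and 100% = 1 mM EGTA wells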
CCR6 antag – CCR6 receptor antagonists, primary screen, cell-based, CHO-K1, luminescence, beta-arrestin, uHTS; C-C chemokine receptor type 6 (Homo sapiens), P51684; CHO-K1 CCR6 PathHunter beta-arrestin, CCL20-stimulated; inhibition, % at 20 µM; hit rate 0.49% among 340,000; AID 493098, 2011;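 active = compounds whose inhibition of the agonist-driven luminescence signal at 20 µM reaches about 50%, limit read from the data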;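 note: cells stimulated with CCL20 at 14 nM final; plate controls were DMSO with CCL20 for no effect and DMSO without agonist for full effect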
Target sequence (P51684 whole entry, looked up): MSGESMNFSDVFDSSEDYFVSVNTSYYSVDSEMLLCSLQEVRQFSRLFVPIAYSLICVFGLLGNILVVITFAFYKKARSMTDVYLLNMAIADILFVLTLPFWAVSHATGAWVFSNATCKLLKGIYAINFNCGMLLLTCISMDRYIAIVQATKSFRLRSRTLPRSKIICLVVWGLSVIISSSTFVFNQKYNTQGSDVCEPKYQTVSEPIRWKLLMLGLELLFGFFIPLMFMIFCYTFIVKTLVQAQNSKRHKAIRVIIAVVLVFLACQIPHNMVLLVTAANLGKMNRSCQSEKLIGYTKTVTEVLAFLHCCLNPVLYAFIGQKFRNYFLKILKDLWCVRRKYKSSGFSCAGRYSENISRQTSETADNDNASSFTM
Active calls of the source: *; . = not tested or not shown.

Letter code: A = Gli-Sufu antag; B = GRIN3A LBD mod; C = APOBEC3A inh; D = A3G deaminase; E = EBI2 block; F = CXCR6 block; G = MPTP inh; H = CCR6 antag
> CN(C)CCCNc1nc2sc3c(c2c(=O)n1CCc1ccccc1)CCCCC3
  A: 12	B: 3	C: -1	D: -5	E: 33	F: -13	G: -3.4	H: 22
> Cc1cc(C)c(C)c(S(=O)(=O)NCC(=O)Nc2ccccc2F)c1C
  A: 2	B: 2	C: 0	D: -2	E: 14	F: 0	G: 0.9	H: 1
> N#Cc1c(NC(=O)CCCl)sc2c1CCCCC2
  A: .	B: 1	C: 0	D: -2	E: 4	F: -3	G: 0.2	H: 9
> OCCN(Cc1ccccc1)CC1CC2C=CC1C2 (centres undefined)
  A: 3	B: -11	C: -2	D: -6	E: -27	F: 0	G: -2.2	H: 13
> COc1ccc(OCC(=O)Nc2cccc(NC(=O)c3ccco3)c2)cc1
  A: -11	B: -5	C: -1	D: -6	E: -19	F: 2	G: 2.8	H: 6
> Cc1csc2nc(O)c(C(=O)NCC3CCCO3)c(=O)n12 (centres undefined)
  A: -7	B: 1	C: -1	D: -5	E: -6	F: -1	G: -2.6	H: 6
> COCc1cc(C)n(CC(=O)NC(C)c2ccccc2)c(=O)c1C#N (centres undefined)
  A: -4	B: 0	C: -5	D: -4	E: 2	F: -2	G: -0.7	H: 9
> CCCCN1C(=O)NC(NS(=O)(=O)c2ccc(N)cc2)(C(F)(F)F)C1=O (centres undefined)
  A: -2	B: 1	C: 3	D: -2	E: -1	F: -8	G: 0.9	H: -18
> COc1ccc(S(=O)(=O)N2CCOCC2)cc1NC(=O)c1ccc(Cl)cc1
  A: 31	B: -3	C: 2	D: -9	E: -4	F: -4	G: -0.3	H: 2
> Cc1cccc(-n2ncc3c(N4CCOCC4)ncnc32)c1
  A: -5	B: 0	C: 3	D: 3	E: 4	F: -2	G: -1.5	H: -4
> CN(C)N1C(N)=C(C#N)C(c2ccc(Br)cc2)C2=C1CCCC2=O (centres undefined)
  A: -4	B: 0	C: -5	D: -9	E: -7	F: -7	G: 1.0	H: 8
> CC(=O)Oc1c(S(=O)(=O)c2ccccc2)c(C)nn1C(C)(C)C
  A: 8	B: 1	C: -4	D: -6	E: 3	F: 9	G: 2.0	H: -9
> CC(C)c1ccc(NC(=O)CCN2C(=O)c3ccc([N+](=O)[O-])cc3C2=O)cc1
  A: 0	B: -5	C: 5	D: -5	E: 5	F: -20	G: 1.5	H: -10
> COc1ccc(-c2nc3c4ccccc4ccn3c2CN2CCCCC2)cc1
  A: 18	B: 0	C: -1	D: -8	E: 0	F: 6	G: 1.4	H: 18
> COc1cc(NC(=O)CSc2nccc(=O)[nH]2)c(C)cc1[N+](=O)[O-]
  A: -6	B: -1	C: 1	D: -1	E: -12	F: 2	G: -2.5	H: 3
> CC(C(=O)N1CCCCC1)n1sc2ccccc2c1=O (centres undefined)
  A: -5	B: 0	C: 3	D: -3	E: 0	F: 9	G: 3.9	H: -3
> CC1(C)Cc2c(c(N3CCOCC3)nc3snc(Br)c23)CO1
  A: -7	B: -2	C: 6	D: -9	E: 3	F: 6	G: 0.0	H: -17
> CCOc1ccc(S(=O)(=O)N2CCC(C(=O)NCC3CCCO3)CC2)cc1 (centres undefined)
  A: 10	B: -11	C: 1	D: -4	E: 7	F: 1	G: 0.8	H: 2
> COc1ccc(C)cc1S(=O)(=O)N1CCC(C(=O)N2CCN(C)CC2)CC1
  A: -5	B: -2	C: -3	D: -5	E: -5	F: -10	G: 1.0	H: 1
> Cc1nc(NC(=O)C23CC4CC(CC(C4)C2)C3)sc1Cc1ccc2c(c1)OCO2
  A: -18	B: -2	C: 6	D: -7	E: 10	F: -2	G: 2.2	H: 14
> CN(C)c1ccc(CN(C(=O)c2ccc(Cl)c([N+](=O)[O-])c2)C2CCS(=O)(=O)C2)cc1 (centres undefined)
  A: 5	B: 0	C: -9	D: 0	E: 8	F: -2	G: 3.1	H: 5
> O=C(CSc1nnc(Nc2ccccc2)s1)NCc1ccco1
  A: 15	B: 0	C: -3	D: -5	E: 10	F: -6	G: -0.4	H: 9
> O=C(Cn1cnc2ccccc2c1=O)c1ccc(Cl)cc1
  A: -64	B: 0	C: .	D: .	E: -5	F: 2	G: 0.7	H: 8
> N/C(=N\OC(=O)N1CCOCC1)c1ccc(Br)cc1
  A: -2	B: -2	C: -2	D: -5	E: -14	F: -2	G: 1.2	H: 1
> COc1ccc(CCNC(=O)C2CCN(S(=O)(=O)c3ccc(C)cc3)CC2)cc1OC
  A: -13	B: 3	C: 5	D: 15	E: -6	F: 2	G: 1.1	H: 11
> Cc1cc(Br)cc2c1NC(=O)C2(c1c(C)n(C)n(-c2ccccc2)c1=O)c1c(C)n(C)n(-c2ccccc2)c1=O
  A: 6	B: 2	C: 1	D: 1	E: -5	F: -6	G: 0.5	H: 12
> CCOc1ccc2nc(NCCNC(=O)C3CC3)c(C)cc2c1
  A: -8	B: 1	C: 6	D: 1	E: 1	F: 3	G: 1.3	H: -22
> Cc1ccc(NS(=O)(=O)c2cc3c4c(c2)CC(=O)N4CCC3)cc1C
  A: 7	B: 2	C: -4	D: -5	E: 8	F: 8	G: -1.4	H: -9
> CCc1c(C(=O)NC2CCCC2)csc1C
  A: -18	B: 1	C: 9	D: 2	E: -12	F: -4	G: -0.9	H: -2
> CSCc1ccc(C(=O)Nc2cccc(C)c2C)cc1
  A: -36	B: 9	C: -4	D: -8	E: 13	F: 2	G: 2.7	H: 3
> CC1(C)NC(=O)N(CCCCOc2ccc(Cl)cc2C=O)C1=O
  A: -7	B: 0	C: -1	D: -11	E: -11	F: 1	G: 1.4	H: 4
> O=C(c1ccc(Cl)cc1)N1N=C(c2ccccn2)CC1(O)C(F)(F)F (centres undefined)
  A: -6	B: -5	C: 10	D: 3	E: -16	F: 35	G: 2.9	H: 57*
> CC(C)CC(NC(=O)C(CC(C)C)NC(=O)OC(C)(C)C)C(N)=O (centres undefined)
  A: -2	B: 0	C: -4	D: -12	E: -4	F: -2	G: -1.4	H: -13
> Cn1cccc1C(=O)N1CCc2ccccc2C1
  A: -10	B: 38*	C: -3	D: -6	E: -10	F: 3	G: 0.6	H: 4
> Cc1ccc(S(=O)(=O)N2CCN(C(=O)CSc3ncn[nH]3)CC2)cc1
  A: 3	B: 2	C: 3	D: 0	E: 11	F: 8	G: -0.9	H: -9
> CCOc1ccc2nc(SCC(=O)NCc3ccco3)sc2c1
  A: -7	B: -1	C: -4	D: -8	E: 13	F: -9	G: 1.4	H: -5
> Cc1nnc(NC(=O)C(C)Sc2nnc(-c3ccco3)n2C(C)C)s1 (centres undefined)
  A: -27	B: 1	C: -1	D: -10	E: -6	F: -14	G: -1.6	H: 6
> O=C(NC1CCN(S(=O)(=O)c2cccc(F)c2)CC1)c1ccc(F)cc1
  A: 4	B: 0	C: -3	D: -8	E: -3	F: 4	G: 0.2	H: 10
> Cc1ccc(OCC(=O)N(Cc2ccccc2)C2CCS(=O)(=O)C2)c([N+](=O)[O-])n1 (centres undefined)
  A: -2	B: 2	C: 1	D: -3	E: -6	F: -5	G: 0.9	H: 4
> C=CCOc1nc2c(c(=O)n(C)c(=O)n2C)n1Cc1c(Cl)cccc1Cl
  A: -24	B: 0	C: 2	D: 0	E: -4	F: 2	G: -0.1	H: 17

Some entries already given, limited to GRIN3A LBD mod:
structure	GRIN3A LBD mod
Cc1ccc(OCC(=O)N(Cc2ccccc2)C2CCS(=O)(=O)C2)c([N+](=O)[O-])n1 (centres undefined)	2
Cn1cccc1C(=O)N1CCc2ccccc2C1	38*
CC1(C)NC(=O)N(CCCCOc2ccc(Cl)cc2C=O)C1=O	0
CC(C)CC(NC(=O)C(CC(C)C)NC(=O)OC(C)(C)C)C(N)=O (centres undefined)	0

Complete entries as entered above:
`COc1ccc(C)cc1S(=O)(=O)N1CCC(C(=O)N2CCN(C)CC2)CC1` is listed as Gli-Sufu antag = -5; GRIN3A LBD mod = -2; APOBEC3A inh = -3; A3G deaminase = -5; EBI2 block = -5; CXCR6 block = -10; MPTP inh = 1.0; CCR6 antag = 1
`CCCCN1C(=O)NC(NS(=O)(=O)c2ccc(N)cc2)(C(F)(F)F)C1=O` (centres undefined) is listed as Gli-Sufu antag = -2; GRIN3A LBD mod = 1; APOBEC3A inh = 3; A3G deaminase = -2; EBI2 block = -1; CXCR6 block = -8; MPTP inh = 0.9; CCR6 antag = -18

(further entries)
Letter code: A = Gli-Sufu antag; B = GRIN3A LBD mod; C = APOBEC3A inh; D = A3G deaminase; E = EBI2 block; F = CXCR6 block; G = MPTP inh; H = CCR6 antag
> CC(=O)NC(CC(=O)NCCOc1ccccc1F)c1ccccc1 (centres undefined)
  A: -13	B: 0	C: 23	D: 0	E: 5	F: 4	G: -1.2	H: 1
> COC(=O)c1ccc(NC(=O)COC(=O)CCC2CCCC2)cc1
  A: -1	B: -1	C: 1	D: 3	E: -9	F: 0	G: 0.1	H: 3
> Cc1cccc(-c2sc(Nc3ccccc3)n[n+]2-c2ccccc2)c1
  A: -5	B: -6	C: -6	D: -8	E: 2	F: 1	G: -2.4	H: -11
> COc1ccc(-c2cccc(NC(=O)c3ccc4c(c3)OCO4)c2)nn1
  A: -2	B: -23	C: -3	D: -6	E: 0	F: 0	G: -0.2	H: -11
> O=C(CNC(=O)/C=C/c1ccco1)N=Nc1c(O)[nH]c2ccccc12
  A: 2	B: -3	C: 36	D: 58	E: 5	F: 0	G: 2.2	H: 15
> O=C(NCc1ccco1)C1CCN(c2ccc(S(=O)(=O)N3CCOCC3)cc2[N+](=O)[O-])CC1
  A: 5	B: -1	C: -1	D: -4	E: 1	F: 7	G: 0.1	H: 14
> CCOC(=O)CSc1nc2c(c(-c3ccc(C)o3)c1C#N)CCCC2
  A: 6	B: -1	C: -2	D: -11	E: 8	F: 12	G: 1.9	H: 19
> CCn1c(=O)c2c(n3c(=S)[nH]nc13)-c1ccccc1CC21CCCCC1
  A: -2	B: 0	C: 1	D: 2	E: -1	F: 4	G: -2.0	H: -4
> C[C@H]1CC[C@@]2(O[C@@H](CCO)C[C@H](O)[C@H]2O)O1
  A: -4	B: 1	C: -2	D: 6	E: -3	F: -7	G: -1.2	H: -6
> O=C(O)c1ccc2nc(C(F)(F)F)[nH]c2c1
  A: 8	B: 1	C: 0	D: -7	E: -4	F: -2	G: 2.0	H: 2
> CC(c1ccccc1)N1CNc2c(c(=O)n(C)c(=O)n2C)C1 (centres undefined)
  A: 14	B: -1	C: -5	D: -2	E: 5	F: 11	G: 0.3	H: 3
> CCN(CC)S(=O)(=O)c1cc(C(=O)Nc2cc(Cl)ccc2N2CCN(C)CC2)ccc1Cl
  A: -10	B: -9	C: -2	D: -6	E: 18	F: -1	G: -7.3	H: -8
> COc1cccc(CN(C)C(=O)CSc2nc3ccccc3[nH]2)c1OC
  A: 26	B: 1	C: -4	D: 2	E: -1	F: -6	G: -2.0	H: 18

Rows were taken by chance, and some 5.8% of all compounds hit somewhere here.
